Source: PubChem
IL-1B inflam inh: inhibitors of inflammasome signaling (IL-1 beta secretion) | 360,000 tested, 4.7% active | AID 743279 | THP-1 LPS/ATP IL-1B secretion, AlphaLISA, 16 h; active compounds read low | activity change, % at 57.5 µM; in the data active = activity change below about -50%; inconclusive = mostly about -30% to -49%; also: % is scaled to controls: 0 for no effect and ±100 for the full control effect
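THP-1 cells pretreated 1 hr with compounds (up to 57.5 uM final), then stimulated with LPS (250 ng/mL final) plus ATP (1.25 mM final); secreted IL-1B measured by AlphaLISA after 16 hr, decreased signal indicating inhibition.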
SW480 rerep: DNA re-replication induction in SW480 cells. SW480 DNA re-replication, Hoechst DNA content imaging, 48 h. Potency, µM (doses to about 46.1 µM), for the others: at the highest dose re-replication activation, usual class: activators. 340,000 tested, 1.8% active; also: potency is read from the fitted curve at half-maximal effect; % of control where 0% means no effect; nearly all actives have a fitted effect of over 55% in size
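Cells (250 per well) received 23 nL compound or DMSO by pin tool and were kept 48 hr at 37 C, 5% CO2. Nuclei were then stained with Hoechst for 40 min and scanned for DNA content.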
HT1080NT lethal: kills 2HG-producing HT-1080-NT fibrosarcoma cells; HT-1080-NT fibrosarcoma viability, CellTiter-Glo ATP luminescence, 48 h; Potency, µM (highest dose often 46.1 µM), for inactives: top-dose activity, negative = less viability, usual class: cytotoxic; 360,000 tested, 1.6% active; AID 686970;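 also: NT is the 2HG producing partner of a matched IDH1 knockdown line; potency is read from the fitted curve at half-maximal effect; 0% = DMSO-treated cells and -100% = media-only wells without cells; nearly all actives have a fitted effect of over 55% in size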
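HT-1080-NT; 750 cells/well; 5% FBS RPMI; 48 h compound, 37 degrees C; CellTiter-Glo luminescence; curve fitting and curve-class assignment.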
D3 ag: D3 dopamine receptor (human) agonism; P35462; D3R DiscoveRx beta-arrestin cells, luminescence, 90 min; max activation, %; 410,000 tested, 0.58% active; in the data active = max activation above about 30%; also: 0% is about no effect; mostly tested at two doses, the higher about 12 µM
Target sequence (P35462 whole entry, looked up): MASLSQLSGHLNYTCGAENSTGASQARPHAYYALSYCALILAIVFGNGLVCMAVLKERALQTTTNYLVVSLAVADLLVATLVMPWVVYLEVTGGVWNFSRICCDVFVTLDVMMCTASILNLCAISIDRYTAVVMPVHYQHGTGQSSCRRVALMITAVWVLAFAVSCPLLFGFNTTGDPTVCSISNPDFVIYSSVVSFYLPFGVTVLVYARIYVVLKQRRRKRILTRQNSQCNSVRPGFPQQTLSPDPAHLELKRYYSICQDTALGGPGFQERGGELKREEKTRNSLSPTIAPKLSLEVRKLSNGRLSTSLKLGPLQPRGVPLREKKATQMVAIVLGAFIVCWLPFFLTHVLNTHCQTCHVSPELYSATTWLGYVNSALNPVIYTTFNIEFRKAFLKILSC
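Agonist-mode cell screen: cells plated at 1500/well and incubated overnight at 37 °C, then exposed to library compounds for 90 min at 37 °C. Detection reagent was added for 30–60 min at room temperature, and luminescence was read.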
GLP-1R agonist: GLP-1 receptor (human) agonism | HEK293 GLP-1R CRE-luciferase, luminescence, 4-6 h; cells express a hypersensitive GLP-1R form | P43220 | Potency, µM (top dose mostly 45.6 µM), for the others: top-dose activation, hits mostly activators | 380,000 tested, 0.007% active; also: potency is read from the fitted curve at half-maximal effect; % of control where 0% means no effect
Target sequence (P43220 whole entry, looked up): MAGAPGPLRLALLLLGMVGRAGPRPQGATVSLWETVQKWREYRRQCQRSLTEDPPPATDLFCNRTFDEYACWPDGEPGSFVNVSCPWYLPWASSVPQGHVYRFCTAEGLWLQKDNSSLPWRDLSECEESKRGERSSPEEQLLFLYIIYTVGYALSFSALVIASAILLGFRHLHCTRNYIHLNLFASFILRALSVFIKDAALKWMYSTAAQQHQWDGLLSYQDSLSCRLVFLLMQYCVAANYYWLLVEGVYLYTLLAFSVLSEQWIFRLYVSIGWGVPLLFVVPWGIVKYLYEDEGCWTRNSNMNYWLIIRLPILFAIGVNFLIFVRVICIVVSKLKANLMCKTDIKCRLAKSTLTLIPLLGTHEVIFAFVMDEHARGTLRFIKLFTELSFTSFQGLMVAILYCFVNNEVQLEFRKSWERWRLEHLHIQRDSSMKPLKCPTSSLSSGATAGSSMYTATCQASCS
KB-3-1 tox: KB-3-1 parental cell cytotoxicity; KB-3-1 viability, CellTiter-Glo ATP luminescence, 72 h; Potency, µM (highest dose often 46.1 µM), inactives show top-dose activity change, negative = cytotoxic, actives largely listed as cytotoxic; 400,000 tested, 1.4% active; also: potency is read from the fitted curve at half-maximal effect; % is scaled to controls: 0 for no effect and ±100 for the full control effect; nearly all actives have a fitted effect of over 60% in size
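Screening of KB-3-1 cells (DMEM, 10% FBS, phenol-red free) ran from lowest to highest compound concentration; after 72 h at 37 °C viability was read luminescently and curves fitted.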
HT1080 IDH1KD tx: HT-1080 IDH1 knockdown cell toxicity (counter line); HT-1080 IDH1 knockdown viability, ATP luminescence, 48 h; Potency, µM (titrated, usually from 46.1 µM), without a hit: at the top dose activity, negative = toxicity, hits mostly cytotoxic; 360,000 tested, 2% active; AID 686971;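 also: potency is read from the fitted curve at half-maximal effect; 0% = DMSO wells and -100% = cell-free medium wells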
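CellTiter-Glo luminescence after 48 h compound exposure at 37 degrees C of IDH1-knockdown HT-1080 cells in 5% FBS RPMI. %Activity scaled between DMSO wells and cell-free media wells, with curves fitted and assigned curve classes.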
DRD3 antagonist: antagonists of human D3 dopamine receptor | D3R cells, DiscoveRx beta-arrestin luminescence, antagonist mode; active compounds read low | max response, negative = inhibition, % | 360,000 tested, 2.5% active; in the data active = max response below about -50%; inconclusive = no clear call, values can overlap the other calls; also: % is scaled to controls: 0 for no effect and ±100 for the full control effect; mostly tested at two doses, the higher about 12 µM
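Cells expressing the human receptor were seeded at 1500 cells/well, incubated overnight at 37 degrees C in 5% CO2, then exposed to library compounds with dopamine controls for 90 minutes at 37 degrees C before luminescent detection.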
KB-V1 cytotox: KB-V1 MDR subline cytotoxicity; KB-V1 MDR cells viability, CellTiter-Glo, 72 h; Potency, µM (doses to about 46.1 µM), inactives show at the highest dose activity change, negative = cytotoxicity, actives largely listed as cytotoxic; 400,000 tested, 3.4% active; also: potency is read from the fitted curve at half-maximal effect; % is scaled to controls: 0 for no effect and ±100 for the full control effect; nearly all actives have a fitted effect of over 60% in size
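Cytotoxicity via CellTiter-Glo luminescence after 72 h compound exposure at 37 degrees C. Cells: drug-selected KB-V1 line, DMEM phenol-red free plus 10% FBS. Compounds tested at multiple concentrations; normalized data fitted to concentration-effect curves.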
The depositor's hits bear a star; ? = inconclusive; / = no result given; [ ] = dose if it differs, or a comment. Unless noted, calls follow the shape of the dose curve; as a rule, active = well fitted curve in the direction sought with a large enough effect; inconclusive = small, poorly fitted or top-dose-only effect, or another doubt; inactive = no such curve, though single readings can be large; an effect the other way counts as inactive or inconclusive. Random draw from the library; any-hit rate near 12%.

SMILES	IL-1B inflam inh	SW480 rerep	HT1080NT lethal	D3 ag	GLP-1R agonist	KB-3-1 tox	HT1080 IDH1KD tx	DRD3 antagonist	KB-V1 cytotox
COc1ccc(-c2nc3cnccn3c2Nc2ccc(C)cc2)cc1	89	5%	-7%	6	22%	-8%	3%	17	6%
Cc1cc(Cl)ccc1NNC(=O)c1snnc1C	-15	-1%	-9%	12	10%	?	?	4	8%
Cc1nc2ccc(C(C(F)(F)F)(C(F)(F)F)C(F)(F)F)cc2[nH]1	4	1%	-18%	-9	-2%	-5%	-15%	12	8%
COc1cc(/C=C/c2nc(-c3ccccc3O)n[nH]2)cc(OC)c1OC	-121*	0%	?	3	-5%	?	?	7	?
COc1cc(NC(=O)c2cc3c(Cl)nc4ccccc4c3s2)cc(OC)c1OC	-13	5%	14%	6	2%	8%	18%	11	6%
CCOC(=O)N1CCC(N2Cc3cccc(C(=O)NCC4CCN(CC(C)C)C4)c3C2=O)CC1 (centres undefined)	-20	-1%	8%	-2	-4%	4%	-11%	19	19%
CCN(CC)CC(O)CN1c2ccccc2Sc2ccccc21 (centres undefined)	-68*	?	-14%	-20	8%	-2%	0%	-26	-11%
CC(=O)c1ccc2noc(-c3ccccc3)c2c1	?	25%	14%	11	-1%	-13%	1%	10	?
CCn1c(SCC(=O)Nc2nc(C)c(C)s2)nnc1-c1ccco1	?	15%	7%	-4	-1%	0%	5%	-11	-28%
COc1ccc(NC(=O)CN2CCCCC2)cc1S(=O)(=O)N1CCCCC1	21	-1%	2%	-7	-1%	0%	-7%	-4	11%
CC(C)C[C@H](NC(=O)c1[nH]cnc1C(=O)N[C@@H](Cc1ccccc1)C(=O)OCc1ccccc1)C(=O)OCc1ccccc1	-3	15%	9%	-8	4%	0%	-8%	0	-12%
CCCc1cc(=O)n2[nH]c(-c3ccc(Cl)cc3)cc2n1	-6	-7%	9%	-1	0%	0%	4%	-7	-2%
O=S(=O)(NCCC1=CCCCC1)c1cccc(Br)c1	2	8%	-9%	-1	-3%	-2%	-21%	2	?
CCOC(=O)c1[nH]c2ccccc2c1CCCN1C(=O)c2ccccc2C1=O	0	19%	-27%	1	15%	-14%	-25%	-6	-3%
CN(C)Cc1c(C(=O)N/N=C/c2ccc(OCc3c(F)cccc3Cl)cc2)nnn1-c1nonc1N	-2	-10%	-11%	19	-3%	0%	1%	0	-20%

Next part, overlapping the part above by 4 compounds.
SMILES	IL-1B inflam inh	SW480 rerep	HT1080NT lethal	D3 ag	GLP-1R agonist	KB-3-1 tox	HT1080 IDH1KD tx	DRD3 antagonist	KB-V1 cytotox
CCCc1cc(=O)n2[nH]c(-c3ccc(Cl)cc3)cc2n1	-6	-7%	9%	-1	0%	0%	4%	-7	-2%
O=S(=O)(NCCC1=CCCCC1)c1cccc(Br)c1	2	8%	-9%	-1	-3%	-2%	-21%	2	?
CCOC(=O)c1[nH]c2ccccc2c1CCCN1C(=O)c2ccccc2C1=O	0	19%	-27%	1	15%	-14%	-25%	-6	-3%
CN(C)Cc1c(C(=O)N/N=C/c2ccc(OCc3c(F)cccc3Cl)cc2)nnn1-c1nonc1N	-2	-10%	-11%	19	-3%	0%	1%	0	-20%
CCOc1ccc(Br)cc1S(=O)(=O)Nc1ccc(S(=O)(=O)Nc2cc(C)on2)cc1	8	-3%	3%	-5	5%	13%	0%	3	6%
COC(=O)C(Cc1ccccc1)NS(=O)(=O)c1ccc(F)cc1Br (centres undefined)	53	0%[9.22 µM]	4%	11	1%	3%	9%	-11	17%
CCOC(=O)c1csc(N/N=C2\CCc3ccccc32)n1	-93*	-5%	-3%	-1	-4%	-6%	-1%	3	-26%
CN(CC(=O)NCc1ccc(Cl)cc1)S(=O)(=O)c1cccc2cccnc12	1	-1%	-2%	0	-5%	17%	10%	42	-3%
CC[C@H](C)[C@@H](CO)NC(=O)[C@H]1O[C@@H](n2ccc(=O)[nH]c2=O)[C@H](O)[C@@H]1O	40	/	19%	-15	4%	0%	14%	-105*	0%
N#C/C(=C\c1ccc(Cl)cc1)c1nc(-c2ccco2)cs1	-8	2%	8%	-5	-2%	-13%	17%	-7	-10%
COn1c(=S)[nH]c2ccccc2c1=O	-19	-3%	0%	2	2%	4%	-3%	-2	-17%
Cc1ccc2c(CSc3nnnn3C)cc(=O)oc2c1	8	-5%	2%	-2	9%	7%	9%	2	-17%
Cc1noc(C)c1C(=O)Nc1cccc(S(=O)(=O)N2CCOCC2)c1	0	-7%	-1%	-16	3%	-7%	-1%	-10	-4%
Cc1ccc(NC(=O)c2ccccc2F)nc1	-11	?	-18%	-3	-11%	-14%	-7%	-11	-11%
O=C(NC1CCN(Cc2ccccc2Cl)CC1)c1ccccc1	2	-4%	0%	-7	12%	-4%	10%	?	-21%
Cc1ccc(C(=O)Nc2ccccc2)cc1S(=O)(=O)N1CCN(C)CC1	0	?	-10%	3	12%	16%	-7%	-1	-1%
Cc1cc(C)nc(NC(=S)Nc2cccc(Cl)c2Cl)c1	0	?	23%	-2	-4%	-2%	22%	0	-19%
O=C(NCc1ccccc1Cl)NC(=O)c1ccccc1	-15	-2%	10%	-1	8%	2%	12%	2	0%
C[C@H](NC(=O)c1ncn2c1C(=O)NC[C@H]2C)c1ccccc1	-7	/	0%	1	3%	7%	6%	0	-12%

Part of the list above, showing only KB-3-1 tox:
Structure,KB-3-1 tox
Cc1ccc2c(CSc3nnnn3C)cc(=O)oc2c1,7%
Cc1noc(C)c1C(=O)Nc1cccc(S(=O)(=O)N2CCOCC2)c1,-7%

6 records drawn at random from those above:
SMILES	IL-1B inflam inh	SW480 rerep	HT1080NT lethal	D3 ag	GLP-1R agonist	KB-3-1 tox	HT1080 IDH1KD tx	DRD3 antagonist	KB-V1 cytotox
O=C(NCc1ccccc1Cl)NC(=O)c1ccccc1	-15	-2%	10%	-1	8%	2%	12%	2	0%
COc1ccc(-c2nc3cnccn3c2Nc2ccc(C)cc2)cc1	89	5%	-7%	6	22%	-8%	3%	17	6%
CN(CC(=O)NCc1ccc(Cl)cc1)S(=O)(=O)c1cccc2cccnc12	1	-1%	-2%	0	-5%	17%	10%	42	-3%
CC[C@H](C)[C@@H](CO)NC(=O)[C@H]1O[C@@H](n2ccc(=O)[nH]c2=O)[C@H](O)[C@@H]1O	40	/	19%	-15	4%	0%	14%	-105*	0%
CCOC(=O)c1[nH]c2ccccc2c1CCCN1C(=O)c2ccccc2C1=O	0	19%	-27%	1	15%	-14%	-25%	-6	-3%
Cc1cc(Cl)ccc1NNC(=O)c1snnc1C	-15	-1%	-9%	12	10%	?	?	4	8%

The listing continues:
SMILES	IL-1B inflam inh	SW480 rerep	HT1080NT lethal	D3 ag	GLP-1R agonist	KB-3-1 tox	HT1080 IDH1KD tx	DRD3 antagonist	KB-V1 cytotox
COC(=O)CSc1ccc2nnc(-c3ccc(F)cc3)n2n1	-13	-2%	9%[9.24 µM]	22	1%	1%	-5%	25	17%
C=CCn1c(=O)c2ccccc2n2c(=S)[nH]nc12	12	-4%	9%	0	0%	2%	9%	-13	-3%
O=C(NCc1ccccn1)C1CCN(C2CCN(Cc3cccc(F)c3)CC2)CC1	13	/	-14%	-1	10%	2%	-13%	-24	-4%
CCCCCn1ccc(=N)cc1	-30	4%	-11%	-7	-1%	-26%	-19%	-25	28%
Cc1ccc(Cn2ccc(NC(=O)c3noc4c3CCc3ccccc3-4)n2)cc1	-18	-11%	?	0	0%	-7%	15%	11	13%
CC(Oc1ccc(Cl)cc1Cl)c1ccnc(N)n1 (centres undefined)	-56*	5%	-28%	4	16%	11%	?	3	-11%
COc1ccccc1OCCNC(=O)CN(c1cccc(C)c1)S(=O)(=O)c1ccccc1	16	10%	0%	3	-5%	-10%	1%	20	-22%
CC(/C=N/NC(=O)c1cc(-c2ccc(C)s2)[nH]n1)=C\c1ccccc1	17	?	5.2µM*	14	25%	21µM*	7.3µM*	-22	?
Cc1cc(Cl)cc(C)c1OCC(=O)NC1CCCCCC1	-26	-17%	8%	2	11%	1%	8%	-1	4%
O=C(Nc1nccs1)c1cc([N+](=O)[O-])ccc1Cl	-25	?	?	8	-3%	?	?	-12	?
CCOc1ccc(C(=O)NCC(=O)OC(C)C(=O)NCc2ccco2)cc1OCC (centres undefined)	13	-10%	14%	-1	0%	18%	12%	0	18%
COc1ccc(N(CC(=O)NCCSc2ccc(C)cc2)S(=O)(=O)c2ccccc2)c(OC)c1	-9	15%	-9%	7	2%	0%	-19%	40	0%
CC(C(=O)NC1CC(C)(C)NC(C)(C)C1)c1ccc([N+](=O)[O-])cc1 (centres undefined)	1	-10%	3%	-4	-1%	7%	9%	-23	8%
O=C(CCc1c[nH]c2ccccc12)NCCc1ccccc1	-15	-11%	3%	1	8%	9%	7%	-11	3%
Cc1cnc(NC(=O)CSc2nnc(-c3ccccc3)o2)s1	42	-1%	9%	0	1%	3%	4%	10	0%
O=C(CS(=O)(=O)Cc1ccccc1)N1CCN(Cc2ccc3c(c2)OCO3)CC1	-18	1%	2%	-7	0%	-6%	3%	-29	-25%
CCOC(=O)C1(Cc2ccccc2C)CCCN(S(C)(=O)=O)C1 (centres undefined)	3	-44%[inhibitor]	-2%	-8	-2%	3%	-1%	-11	12%
COc1ccc2nc(Sc3c([N+](=O)[O-])nc(C)n3Cc3ccccc3)[nH]c2c1	-80*	?	?	-10	-16%	?	21µM*	-75*	-11%
